core dimer inh: inhibitors of HCV core protein dimerization, primary screen, biochemical, TR-FRET, high-throughput. inhibition, % at 5 µM. TR-FRET GST/Flag-core106 dimerization, 1536-well. AID 1899, 2009. actives 0.33% (n = 300,000);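 active means inhibition above the mean of all tested compounds plus 3 SD, set per screening campaign, cut at about 45% in these data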
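Material: GST/Flag-tagged HCV core106 proteins. Incubation: 4 h, 22.5 °C incubation. Read-out basis: inhibition (%) from 671 over 617 nm ratio. Measured by: TR-FRET, excitation 340 nm, emission 617 and 671 nm.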
PP1 counter: PP1-alpha phosphatase inhibitors, primary screen, counter-screen for PP5 inhibitor project, biochemical, fluorescence, OMFP substrate, single point | Serine/threonine-protein phosphatase PP1-alpha catalytic subunit (Homo sapiens), P62136 | purified PP1alpha | inhibition, % at 6.7 µM | actives 0.9% (n = 320,000);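 active means inhibition above the mean inhibition of all tested compounds plus 3 SD, computed separately for each screening campaign, cut at about 15% in these data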
Target sequence (P62136 whole entry, looked up): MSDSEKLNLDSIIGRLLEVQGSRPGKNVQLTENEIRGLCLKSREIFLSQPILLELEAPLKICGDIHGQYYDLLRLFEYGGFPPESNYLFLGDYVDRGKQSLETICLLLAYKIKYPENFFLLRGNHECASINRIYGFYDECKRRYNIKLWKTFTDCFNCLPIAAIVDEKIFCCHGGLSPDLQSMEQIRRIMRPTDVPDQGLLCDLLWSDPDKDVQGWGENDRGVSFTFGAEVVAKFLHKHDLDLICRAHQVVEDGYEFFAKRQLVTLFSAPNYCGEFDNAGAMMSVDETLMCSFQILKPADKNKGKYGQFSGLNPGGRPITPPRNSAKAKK
Efflux pump mplx: inhibitors of Candida efflux pumps in yeast, primary screen, S. cerevisiae, Nile Red, multiplex; S. cerevisiae Candida pump triplex; inhibition, % at 10 µM; actives 0.44% (n = 330,000);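 active means plate passing quality check with inhibition over a set limit, or well fluorescence over plate mean plus 4 SD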;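 further: Nile Red retained in pooled yeast measured as flow cytometry median fluorescence; 0% = buffer negative control and 100% = Enniatin B positive control; higher means more Nile Red kept so more efflux inhibition; some compounds called inactive have numbers as strong as hits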
LYPLA2 inh: LYPLA2 inhibitors, primary screen, counter-screen for PME1 inhibitor project, biochemical, fluorescence polarization, FP-Rh probe ABPP; Acyl-protein thioesterase 2 (Homo sapiens), O95372; recombinant LYPLA2; inhibition, % at 5.9 µM; actives 0.38% (n = 320,000); AID 2177, 2009;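 active means inhibition above the screen-wide mean plus 3 SD, limit set per campaign, cut at about 26% in these data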;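 further: 0% = LYPLA2 with DMSO and 100% = wells lacking LYPLA2 enzyme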
TPT1 inhibitor: Candida albicans TPT1 enzyme inhibitors, primary screen, biochemical, fluorescence polarization; tRNA 2'-phosphotransferase TPT1 (Candida albicans SC5314); recombinant caTPT1, FP RNA substrate dephosphorylation; inhibition, % at 5 µM; actives 0.81% (n = 300,000);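 active means inhibition above the mean of all tested compounds plus 3 SD, set per screening campaign, cut at about 24% in these data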;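 further: plate controls were DMSO alone for no effect and ferristatin control at 100 nM for full effect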
GASC-1 inh: inhibitors of GASC-1 histone demethylase, primary screen, biochemical, fluorescence, DELFIA europium | AID 2099, 2009 | Lysine-specific demethylase 4C (Homo sapiens), Q9H3R0 | GST-JMJD2C(1-420) H3K9me3 demethylation | actives 0.069% (n = 330,000) | inhibition, % at 2.35 µM;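 active means more than half of a compound's replicate wells show inhibition beyond 50%, single wells judged on their own value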;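 further: signal counts dimethyl H3K9 product captured on neutravidin plate; 0% = median of DMSO wells and 100% = 0.3 times that DMSO median; strong numbers were not always called active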
Fh CTSL1 inh: Fasciola hepatica cathepsin L1 inhibitors, primary screen, counter-screen for PFM18AAP inhibitor project, biochemical, QFRET, fluorogenic peptide substrate; recombinant F. hepatica cathepsin L1, Z-Leu-Arg-MCA fluorescence; inhibition, % at 5.96 µM; actives 0.49% (n = 300,000); AID 1906, 2009;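 active means inhibition above the mean of all tested compounds plus 3 SD, set per screening campaign, cut at about 17% in these data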;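 further: 0% = plate median of test compound wells and 100% = 1 µM Z-Phe-Ala-diazomethylketone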
PREPL inhibitor: PREPL enzyme inhibitors, primary screen, biochemical, fluorescence polarization | recombinant PREPL, fluorescence polarization activity-based probe | inhibition, % at 5.96 µM | actives 0.68% (n = 320,000); in the data active means inhibition above about 43%;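 further: 0% = enzyme with DMSO and 100% = wells lacking enzyme; many of its hits are not listed in these tables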
Target sequence (Q4J6C6 whole entry, looked up): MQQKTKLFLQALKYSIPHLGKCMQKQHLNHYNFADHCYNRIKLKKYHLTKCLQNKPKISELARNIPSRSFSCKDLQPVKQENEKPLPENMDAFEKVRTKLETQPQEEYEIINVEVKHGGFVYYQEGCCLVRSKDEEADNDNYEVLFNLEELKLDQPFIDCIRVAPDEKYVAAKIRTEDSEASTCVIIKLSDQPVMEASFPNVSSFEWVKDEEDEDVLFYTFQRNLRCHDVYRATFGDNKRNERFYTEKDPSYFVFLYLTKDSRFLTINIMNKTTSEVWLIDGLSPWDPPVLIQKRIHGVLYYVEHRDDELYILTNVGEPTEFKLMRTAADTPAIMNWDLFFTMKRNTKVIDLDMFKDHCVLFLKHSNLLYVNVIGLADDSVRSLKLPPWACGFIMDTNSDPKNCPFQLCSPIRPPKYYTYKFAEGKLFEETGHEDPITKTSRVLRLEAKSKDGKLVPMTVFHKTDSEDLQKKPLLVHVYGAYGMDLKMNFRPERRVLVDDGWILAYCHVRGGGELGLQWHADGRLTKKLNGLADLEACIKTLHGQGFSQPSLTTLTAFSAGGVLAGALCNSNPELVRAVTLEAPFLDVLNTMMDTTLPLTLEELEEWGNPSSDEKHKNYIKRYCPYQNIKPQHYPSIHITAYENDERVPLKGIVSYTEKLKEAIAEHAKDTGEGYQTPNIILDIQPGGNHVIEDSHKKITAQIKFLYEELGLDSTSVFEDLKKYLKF
PP5 inh: PP5 phosphatase inhibitors, primary screen, biochemical, fluorescence. AID 1987, 2009. purified PP5c, OMFP substrate fluorescence. inhibition, % at 6.7 µM. Serine/threonine-protein phosphatase 5 (Homo sapiens), P53041. actives 0.18% (n = 320,000);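 active means inhibition above the campaign's mean inhibition across all tested compounds plus 3 SD, cut at about 9.5% in these data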;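 further: 0% = DMSO only and 100% = 100 µM cantharidin control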
Active calls of the source: *; i = inactive; · = no result given; & = joins results of further samples. The list is partial; the hit share may differ from the screen's.

SMILES	core dimer inh	PP1 counter	Efflux pump mplx	LYPLA2 inh	TPT1 inhibitor	GASC-1 inh	Fh CTSL1 inh	PREPL inhibitor	PP5 inh
CC(C)CC1(C)NC(=O)N(CCN2C(=O)c3ccccc3C2=O)C1=O (stereo not given)	1	-5	0.0	4	1	9	1	0	-0.7
CCOC(=O)N1CCN(S(=O)(=O)c2cn(C)c(=O)n(C)c2=O)CC1	-2	-3	0.1	2	-3	-4	3	-3	0.7
COc1ccc(CCNC(=O)CNS(=O)(=O)c2cccs2)cc1OC	2	-2	-0.1	3	0	0	2	5	1.3
O=C(OCc1ccccc1)c1cccnc1Cl	-1	1	0.1	-2	0	-1	-4	-7	0.9
CCC(NC(=O)c1ccccc1O)c1ccccc1 (stereo not given)	1	-2	0.6	-5	1	-6	4	5	-1.2
Cc1cc(NC(=O)Nc2cccc(Cl)c2)n(C(C)(C)C)n1	2	-4	0.3	3	-1	-3	6	-3	0.5
NC(=O)C1CCN(C(c2ccccc2F)c2nnnn2Cc2ccco2)CC1 (stereo not given)	0	3	0.0	0	-2	5	-5	-4	-0.8
COC(=O)c1ccc(-n2c(C)cc(C(=O)CSc3ccc(NC(C)=O)cc3)c2C)cc1	10	-3	0.7	1	0	31	-1	-4	2.9
Cc1nn(C)cc1-c1n[nH]c(=S)n1-c1ccc(Cl)cc1	-10	3	-0.1	-1	-1	2	-1	7	2.4
CCOC(=O)C1CCN(c2nc(C)nc3c2oc2ccccc23)CC1	3	12	-0.1	12	-3	2	0	-25	2.2
O=C1CC(c2cc(Br)ccc2F)c2cc3c(cc2N1)CCC3 (stereo not given)	-1	-7	0.0	-4	-1	26	1	-4	-1.9
O=C1CSC(c2cccnc2)N1Cc1cccnc1 (stereo not given)	-4	-4	-0.1	8	-2	7	2	-1	-2.6
C=CCOC(=O)C1=C(C)NC(C)=C(C(=O)OCC=C)C1c1cccs1	0	4	-0.1	8	-3	i	4	1	4.1
CC(=O)N1CCC(C(=O)Nc2ccccc2)(N(Cc2ccccc2)C(=O)c2cccnc2)CC1	1	-6	0.0	3	1	-10&-1	-1	3	0.1
O=C(Nc1ccc(OC(F)(F)F)cc1)c1ccc2c(c1)no[n+]2[O-]	-7	10	-0.1	5	4	-49	-2	12	1.1
COc1ccc(CCNC(=O)C(=O)NCC2OCCN2S(=O)(=O)c2ccccc2)cc1OC (stereo not given)	-2	-4	0.1	2	-1	-5	-1	9	-0.1
CNC(=O)C(=O)Nc1cc2c3c(c1)CCN3C(=O)CC2	4	-1	-0.2	-3	0	-2	-2	-5	1.0
COCc1cc(C)n(CC(=O)Nc2ccc(Cl)cc2Cl)c(=O)c1C#N	-8	-7	0.1	2	0	0	1	6	-1.6
C/C(=C\C(=O)c1cccnc1)Nc1ccc(C)c(C)c1	-5	-3	-0.1	8	0	2	-2	6	1.2
COc1ccc(C2=NN(S(C)(=O)=O)C(c3cccs3)C2)cc1OC (stereo not given)	-4	-3	0.3	-1	4	6	0	5	3.3
O=C(NCc1cccs1)c1ccccc1F	1	3	0.1	-5	-1	-15	-7	0	-1.4
Cc1cc(F)ccc1NCc1ccncc1	-3	-4	-0.2	5	0	3	0	14	-1.2
S=c1[nH]nc(CCc2ccccc2)n1-c1ccccc1	2	-3	0.0	-4	-2	-1	-4	-4	0.4
CC1CCN(C(=O)CSc2nnc(Cc3cccn3C)n2CCc2ccccc2)CC1	-3	2	0.1	-1	2	1	2	5	-0.6
CCOc1ccc2nc(NC3=NC(C)(C)C=C(C)N3)nc(C)c2c1	-7	-1	0.0	7	5	-4	-4	16	2.5
CN(CC(=O)NNC(=O)CNC(=O)c1ccccc1F)S(=O)(=O)c1ccc(Cl)cc1	·	-2	0.1	-2	·	-2	·	0	2.3
Cc1ccc(-n2c(SCC(=O)NC3CCS(=O)(=O)C3)nc3ccccc3c2=O)cc1C (stereo not given)	0	4	0.0	0	3	-21	0	6	-3.2
Cc1ccc(OCC(=O)N2CCN(C(=O)CCC3CCCC3)CC2)cc1	6	-3	-0.1	27*	-4	-2	-2	4	0.1
CCOC(=O)Cc1csc(NC(=O)CCCCCN2C(=O)c3cccc4cccc(c34)C2=O)n1	16	2	0.0	-6	4	10	1	3	-1.0
Nc1cc(=O)[nH]c(SCc2cccc3ccccc23)n1	9	-4	0.1	-1	-2	-3	-1	9	3.2
C=C(C)c1cccc(C(C)(C)NC(=O)NCCN(CC)CC)c1	-1	-4	0.0	4	-2	3	1	-8	1.9
CNC(=S)N(Cc1ccc(OC)cc1)C1CC(=O)N(c2ccc(OC)cc2)C1=O (stereo not given)	8	-11	0.6	2	0	·	-5	6	-1.8
C=CCS(=O)(=O)N1CCCC(C(=O)c2cccc(Cl)c2)C1 (stereo not given)	1	-2	0.0	1	-3	-6	1	15	-1.2
Cn1cc(S(=O)(=O)Nc2ccc(Br)cc2F)c(=O)n(C)c1=O	-2	1	0.0	0	1	-30	1	-16	3.2
CC(c1ccccc1)N1C(=O)CC(Sc2ncccc2C(=O)O)C1=O (stereo not given)	1	0	-0.1	0	-3	1	-3	0	1.1
COc1ccc(/C=N/NC(=O)c2[nH]c3ccc(Br)cc3c2-c2ccccc2)c(C(=O)O)c1OC	14	3	0.0	-23	-2	-9	5	6	2.7
CCc1ccc(N2C(=O)CC(N3CCN(c4ccccn4)CC3)C2=O)cc1 (stereo not given)	0	-5	-0.1	4	-1	-7	3	0	3.8
CCCCCCCCCCCC(=O)NC(Cc1ccc(OC)c([N+](=O)[O-])c1)C(=O)O (stereo not given)	10	7	0.2	6	-1	-26	4	4	2.3
CCCCN(CC)CCCNC(=O)CN1C(=O)CSc2ccc(S(=O)(=O)N3CCOCC3)cc21	-17	-2	-0.1	5	0	-10	3	9	-0.8
COCCNC(=O)c1cc(-c2ccc(OC)c(OC)c2)on1	-3	-1	-0.2	0	0	3	2	6	2.8
COc1ccc(CC(=O)OCC(=O)c2c(N)n(C)c(=O)n(C)c2=O)cc1OC	·	2	0.2	-3	·	1	·	19	1.7
Cc1cc(C)n2nc(SCC(=O)N(CC(C)C)c3c(N)n(CC(C)C)c(=O)[nH]c3=O)nc2n1	1	-1	-0.4	2	1	4	1	-1	-0.1
Cc1cccc(C(C)C)c1NC(=O)C(C)OC(=O)Cn1cnc2c1c(=O)n(C)c(=O)n2C (stereo not given)	-1	-6	0.0	0	1	-21	-2	-8	0.9
Cc1ccc(S(=O)(=O)NC2=NCN(CCOC(=O)c3ccccc3)CN2)cc1	-4	-4	-0.2	-2	2	-38	0	10	1.4
CC12CCC(c3nnc(SCc4ccc(Cl)cc4)nc31)C2(C)C (stereo not given)	6	-2	0.1	-4	0	5	-2	-2	3.1

Compound profiles (already shown). Values in the order: core dimer inh, PP1 counter, Efflux pump mplx, LYPLA2 inh, TPT1 inhibitor, GASC-1 inh, Fh CTSL1 inh, PREPL inhibitor, PP5 inh
Entry for CCc1ccc(N2C(=O)CC(N3CCN(c4ccccn4)CC3)C2=O)cc1 (stereo not given) : 0, -5, -0.1, 4, -1, -7, 3, 0, 3.8
Entry for Cc1cc(C)n2nc(SCC(=O)N(CC(C)C)c3c(N)n(CC(C)C)c(=O)[nH]c3=O)nc2n1 : 1, -1, -0.4, 2, 1, 4, 1, -1, -0.1
Entry for C=CCS(=O)(=O)N1CCCC(C(=O)c2cccc(Cl)c2)C1 (stereo not given) : 1, -2, 0.0, 1, -3, -6, 1, 15, -1.2
Entry for CNC(=S)N(Cc1ccc(OC)cc1)C1CC(=O)N(c2ccc(OC)cc2)C1=O (stereo not given) : 8, -11, 0.6, 2, 0, ·, -5, 6, -1.8
Entry for Cc1cccc(C(C)C)c1NC(=O)C(C)OC(=O)Cn1cnc2c1c(=O)n(C)c(=O)n2C (stereo not given) : -1, -6, 0.0, 0, 1, -21, -2, -8, 0.9

(listing goes on)
SMILES	core dimer inh	PP1 counter	Efflux pump mplx	LYPLA2 inh	TPT1 inhibitor	GASC-1 inh	Fh CTSL1 inh	PREPL inhibitor	PP5 inh
O=C(NCc1ccccc1)/C(=C/c1cccc([N+](=O)[O-])c1)NC(=O)c1ccco1	-3	2	0.0	-5	5	0	1	-8	0.4
CCOC(=O)c1cn2nc(SCc3ccccc3)nc2nc1C	4	-1	0.0	13	-3	2	4	11	1.8
COC(=O)C1C(=O)NCC1c1ccc(OC)cc1 (stereo not given)	-4	-2	-0.1	-5	-4	-3	-2	-3	1.6
Cc1ccc2nc(NC(=O)C3CSC4(C)CCC(=O)N34)sc2c1 (stereo not given)	-2	-2	0.0	4	1	5	-2	-20	4.1
NC(=O)C1(N2CCCCC2)CCN(C(=S)Nc2ccc(F)c(Cl)c2)CC1	-2	6	-0.1	-6	-4	17	1	-1	0.5
Cc1ccccc1NC(=O)c1cn2c(nc3ccccc32)c(C#N)c1C	2	-4	0.0	6	1	2	2	5	-1.2
CCOC(=O)c1ccc(NC(=O)CSc2nnc(COc3ccccc3OC)n2CC)cc1	-1	1	0.2	-4	0	-7&-6	3	-1	-1.6
O=C(CSc1ccc(-c2ccco2)nn1)c1cccc([N+](=O)[O-])c1	65*	3	0.3	2	3	24	3	15	-1.2
CCOCc1cnc(C)nc1NCC(=O)c1c(C)[nH]c2ccccc12	-7	-3	0.0	-2	-4	1	6	2	-0.8
CC(C)(C)c1ccc(OCCCC(=O)NNC(=O)c2ccccc2O)cc1	-3	-6	-0.1	-1	0	4	3	17	1.3
Cc1ccc(F)cc1NC(=O)CN1C(=O)NC(C)(c2ccc3c(c2)OCCO3)C1=O (stereo not given)	·	-2	0.3	-2	·	8	·	2	-2.0
COn1c(=O)c(=O)n(O)c2ccccc21	-2	-3	0.1	-4	-1	-6	6	1	-0.2

4 compounds drawn at random from the list so far, as already listed:
SMILES	core dimer inh	PP1 counter	Efflux pump mplx	LYPLA2 inh	TPT1 inhibitor	GASC-1 inh	Fh CTSL1 inh	PREPL inhibitor	PP5 inh
COC(=O)C1C(=O)NCC1c1ccc(OC)cc1 (stereo not given)	-4	-2	-0.1	-5	-4	-3	-2	-3	1.6
NC(=O)C1(N2CCCCC2)CCN(C(=S)Nc2ccc(F)c(Cl)c2)CC1	-2	6	-0.1	-6	-4	17	1	-1	0.5
O=C(NCc1ccccc1)/C(=C/c1cccc([N+](=O)[O-])c1)NC(=O)c1ccco1	-3	2	0.0	-5	5	0	1	-8	0.4
Cc1ccccc1NC(=O)c1cn2c(nc3ccccc32)c(C#N)c1C	2	-4	0.0	6	1	2	2	5	-1.2
